Compound activity from PubChem.
Growth percent in the NCI-60 one-dose screen (48 h, 10 µM unless noted): 100 = growth as untreated, 0 = no growth, -100 = all killed.
IGROV1: IGROV1 ovarian cancer; 79,000 tested, 4.7% active; AID 1794786
NCI/ADR-RES: NCI/ADR-RES ovarian cells | 81,000 tested, 4.4% active
NCI-H226: NCI-H226 lung cancer | 79,000 tested, 3.5% active
SK-OV-3: SK-OV-3 ovarian cancer cells; 80,000 tested, 3.2% active; AID 1794785
NCI-H23: NCI-H23 lung cancer; 80,000 tested, 4% active; AID 1794731
NCI-H322M: NCI-H322M lung cancer. 80,000 tested, 2.7% active. AID 1794733
NCI-H460: NCI-H460 lung cancer; 82,000 tested, 6.8% active
NCI-H522: NCI-H522 lung cancer; 78,000 tested, 8% active; AID 1794739
COLO 205: COLO 205 colon cancer; 79,000 tested, 7.3% active; AID 1794742
Active calls of the source: *; nt = not tested or not shown; & = joins results of further samples. The calls were made as follows: active = growth percent below 10; inactive = the rest.

SMILES	IGROV1	NCI/ADR-RES	NCI-H226	SK-OV-3	NCI-H23	NCI-H322M	NCI-H460	NCI-H522	COLO 205
Cc1cn(C2CC(O)C(COC(c3ccccc3)(c3ccccc3)c3ccccc3)O2)c(=O)[nH]c1=O (centres undefined)	101	57	96	122	62	65	28	59	89
COc1cc(-c2nc(SC(C)C)nc(Nc3cccc(C)c3)c2C#N)cc(OC)c1OC	103	105	nt	nt	103	107	108	nt	109
COC(=O)[C@]1(C)CCC[C@]2(C)[C@H]3C[C@H]4C(C(C)C)=C[C@]3(CC[C@H]21)[C@@H]1C(=O)N(N)C(=O)[C@@H]14	95	101	84	108	94	97	105	80	105
Nc1nnc(-c2ccccn2)c(-c2c[nH]c3ccccc23)n1	94	100	74	91	93	93	100	95	103
Cc1cc(C)n2nc(N)nc2n1	117	104	115	112	107	121	107	110	123
Nc1ccc(N=Nc2ccc(N=Nc3c(S(=O)(=O)O)cc4cc(S(=O)(=O)O)c(N=Nc5ccc(N=Nc6ccc(N)cc6N)cc5)c(O)c4c3N)cc2)c(N)c1	93	97	115	100	103	105	108	104	116
CCNC(=O)N1CCc2cc(OC)c(OCCc3ccc(OC)nc3)cc2C1c1ccc(OC)cc1C (centres undefined)	34	24	39	55	45	56	3.6*	19	29
Cc1ccc(/C=C/C(=O)c2ccc(NC(=O)CSc3nnc(-c4c[nH]c5ccccc45)n3-c3ccccc3)cc2)cc1	93	94	81	106	74	93	85	82	102
N#CCCN1N=C(c2ccc(Cl)cc2)OC(c2ccccc2)C1=O (centres undefined)	90	91	101	84	97	95	101	73	110
CC1=NN(c2ccc(/C=C/c3ccc(NC(=O)Nc4ccc(/C=C/c5ccc(N6N=C(C)C(N=Nc7ccccc7C(=O)O)C6=O)cc5S(=O)(=O)O)c(S(=O)(=O)O)c4)cc3S(=O)(=O)O)c(S(=O)(=O)O)c2)C(=O)C1N=Nc1ccccc1C(=O)O (centres undefined)	99	108	107	103	103	114	110	93	108
COc1ccc(-n2cc(-c3ccc(Br)cc3)nc2SCC(=O)c2ccc(-c3ccccc3)cc2)cc1	92	67	81	58	76	79	61	76	89
Fc1cc(-c2nnc(Nc3ccccc3Cl)o2)cc(F)c1F	94	101	104	97	93	97	102	74	74
CC(C)COC1OCCCC1C(OCC(C)C)C(C)C (centres undefined)	99	nt	95	96	92	106	108	99	nt
O=C(NCCc1ccc(Cl)cc1)c1[nH]c2ccccc2c1Cl	94	100	89	87	93	107	93	102	98
Cn1c(=O)c2nc3n(c2n(C)c1=O)C(=N)C(C(=O)c1ccccc1)N=N3 (centres undefined)	116	114	108	108	109	104	121	99	112
CCOC(=O)c1sc2nc(-c3ccccc3)c(C#N)c(N)c2c1N	106	105	91	102	99	106	107	85	109
CCOC(=O)C(=CNc1ccccc1Cl)C(=O)OCC	91	91	122	113	103	110	103	72	129
COc1ccc(/C=C/C(=O)c2cccc(OCCCOc3cccc(C(=O)/C=C/c4ccc(OC)cc4)c3)c2)cc1	70	78	74	97	80	76	54	71	105
CC(=O)N1N=C(c2cc3ccccc3oc2=O)CC1c1cn(-c2ccccc2)nc1-c1ccc(Cl)cc1 (centres undefined)	102	95	98	109	101	96	105	94	118
CN(C)c1ccc(C2CC(=O)c3c(oc4cc(O)c(O)cc34)C2)cc1 (centres undefined)	67	99	108	85	90	102	109	71	102
COC(=O)C1CCC(NNC(=O)c2ccccc2)=N1 (centres undefined)	109	93	108	110	95	101	113	104	101
Clc1ccc(NC2=NCCN=C(Nc3ccc(Cl)cc3)SS2)cc1	80	86	97	88	85	82	106	96	78
CC(C)/C(=C/C(=O)O)C(=O)O	nt	106	100	110	100	114	107	90	106
CC(=O)c1c[nH]c2ccc(-c3ccnc(Nc4ccc(NC(=O)C5CCCC5)c(CN5CCOCC5)c4)n3)cc12	-15*	-4.8*	-0.5*	11	-36*	-12*	-61*	-18*	-32*
Oc1c(-c2n[nH]c(=S)o2)sc2nnc(-c3ccccc3)c(-c3ccccc3)c12	nt	nt	92	96	nt	nt	116	102	106
O=c1[nH]c(SCc2ccccc2)nc2ccccc12	100	103	94	103	97	102	106	97	112
COCCOC(=O)C1=C(C)NC2=C(C(=O)CC(c3ccccc3OC)C2)C1c1cccc(O)c1 (centres undefined)	62	101	69	46	79	69	71	35	34
COc1cc(/C(C#N)=C/c2ccc3c(c2OC)OCO3)cc2c1OCO2	38	-7.4*	90	16	31	35	9.1*	-19*	-3.1*
CC1=N/C(=C\c2ccco2)C(=O)N1CCc1ccc(S(N)(=O)=O)cc1	104	103	92	102	101	96	100	90	117
Cc1ccc(-c2nc3cc4nc5ccccc5nc4cc3n2CC(=O)NN)cc1	100	100	103	109	97	90	114	80	112
O=C(CSc1nc2ccccc2c(=O)n1-c1ccccc1)Nc1ccc(S(=O)(=O)Nc2nccs2)cc1	83	98	74	103	86	77	85	27	103
CC(C)(C)OC(=O)C(c1ccccc1)c1ccccc1	100	106	99	106	102	96	101	94	108
NCC(O)c1ccc(O)c(O)c1 (centres undefined)	113&97	95&99	109&106	108&93	101&97	102&95	106&103	98&78	108&95
COC(=O)CNc1nc(N(C)O)nc(N(C)O)n1	48	21	61	51	49	55	18	53	13
NNC(=S)N1N=C(c2cc3ccccc3o2)CC1c1c[nH]c2ccccc12 (centres undefined)	35	31	70	86	56	40	25	43	52
Nc1nc(Cl)c2ncn(Cc3cc4c(cc3Br)OCO4)c2n1	87	84	93	76	83	61	28	22	59
CS(=O)(=O)c1ccc(-c2nc3cc(Cl)ccc3n2CC(=O)N/N=C/c2ccc(F)cc2)cc1	89	101	82	88	82	91	98	86	nt
Cc1cc(C)nc(N)c1	75	101	102	103	95	103	106	71	102
COc1ccc2c(c1)O/C(=C/c1ccc(OCC(=O)Nc3ccccc3)cc1)C2=O	104	100	91	99	98	98	102	87	105
CCOC(=O)C1=C(C)NC(SCc2nnc(-c3ccc(Cl)cc3)o2)=NC1c1ccc(Cl)cc1Cl (centres undefined)	44	55	79	90	66	79	59	50	nt
Clc1cc(Cl)cc(-c2cnc3nonc3n2)c1	95	99	104	96	77	95	106	-69*	72
CC1=Nc2ccc([N+](=O)[O-])cc2N=C(C)C1	109	110	92	95	94	108	103	nt	103
CCOC(=O)/C(=C/c1ccc(Cl)cc1)N(CC)CC	100	107	99	104	110	106	105	94	101
Cn1c(S)c(N=Nc2ccccc2)sc1=O	73	91	87	108	78	88	96	77	101
N[C@@H]1[C@@H](O)[C@H](O)[C@@H](CO)O[C@H]1O	113	104	105	118	110	126	117	102	115
CCCCc1nc(Cl)c(C2CC(c3ccc(OC)cc3)=NN2c2cc(Cl)cc(Cl)c2)[nH]1 (centres undefined)	99	95	88	97	100	97	96	85	107
CN1C(=O)C(C2SC(=S)N(C)C2=O)SC1=S (centres undefined)	93	99	98	103	90	102	106	93	112
CCOC(=O)c1ccc(Nc2cc(N)nc(N)n2)cc1	84	101	113	105	112	94	121	90	111
COc1cccc(CNC(=O)c2cccc(C3CC(=O)c4c(cc(OC)c(OC)c4OC)O3)c2)c1 (centres undefined)	47	42	78	82	99	87	nt	25	nt
Cc1cc(=O)oc2cc(OC(=O)N3CCN(C)CC3)ccc12	110	104	101	110	100	105	107	99	116
COc1cc(C(=O)c2cnc(-c3ccc4cc[nH]c4c3)[nH]2)cc(OC)c1OC	26	8.5*	26	24	23	36	-9.1*	-17*	-55*
Cc1cc(O)c2c(C)cc(=O)oc2c1	105	106	92	82	96	98	100	72	109
NS(=O)(=O)c1nc2ccccc2[nH]1	109	104	97	81	98	106	104	86	118
Brc1c(-c2ccccc2)nc2ccccc2c1Br	66	111	94	103	95	97	94	97	107
COc1ccc(/C=c2\c(=O)n(-c3ccccc3)c3nn4c(=O)c(=O)[nH]nc4n23)cc1	113	106	93	113	100	113	106	100	119
Cc1ccc(/C=C(\C#N)n2nnc3cc(Cl)c(Cl)cc32)cc1	12	-26*	-9.4*	nt	25	49	13	17	nt
O=c1[nH]c(=O)c2cc(Sc3ccc(Cl)cc3)ccc2[nH]1	99	123	nt	96	127	104	108	81	95
COC(=O)c1cccc(I)c1	104	98	102	104	96	103	109	92	116
N#Cc1ncc(-c2cccnc2F)c(NC2CCCCCC2)n1	101	96	84	99	99	100	104	70	98
OCCc1cccnc1	112	105	107	104	105	113	102	94	114

Full records, looked up by structure:
Entry for Cc1cc(O)c2c(C)cc(=O)oc2c1 → IGROV1: 105; NCI/ADR-RES: 106; NCI-H226: 92; SK-OV-3: 82; NCI-H23: 96; NCI-H322M: 98; NCI-H460: 100; NCI-H522: 72; COLO 205: 109
Entry for COc1cccc(CNC(=O)c2cccc(C3CC(=O)c4c(cc(OC)c(OC)c4OC)O3)c2)c1 (centres undefined) → IGROV1: 47; NCI/ADR-RES: 42; NCI-H226: 78; SK-OV-3: 82; NCI-H23: 99; NCI-H322M: 87; NCI-H460: nt; NCI-H522: 25; COLO 205: nt

Some of these compounds in order of molar mass, high to low.
SMILES	IGROV1	NCI/ADR-RES	NCI-H226	SK-OV-3	NCI-H23	NCI-H322M	NCI-H460	NCI-H522	COLO 205
COc1cc(C(=O)c2cnc(-c3ccc4cc[nH]c4c3)[nH]2)cc(OC)c1OC	26	8.5*	26	24	23	36	-9.1*	-17*	-55*
N#Cc1ncc(-c2cccnc2F)c(NC2CCCCCC2)n1	101	96	84	99	99	100	104	70	98
O=c1[nH]c(=O)c2cc(Sc3ccc(Cl)cc3)ccc2[nH]1	99	123	nt	96	127	104	108	81	95
Cc1cc(=O)oc2cc(OC(=O)N3CCN(C)CC3)ccc12	110	104	101	110	100	105	107	99	116
NS(=O)(=O)c1nc2ccccc2[nH]1	109	104	97	81	98	106	104	86	118

A run of entries of the results above, as a working copy:
SMILES	IGROV1	NCI/ADR-RES	NCI-H226	SK-OV-3	NCI-H23	NCI-H322M	NCI-H460	NCI-H522	COLO 205
Cc1cn(C2CC(O)C(COC(c3ccccc3)(c3ccccc3)c3ccccc3)O2)c(=O)[nH]c1=O (centres undefined)	101	57	96	122	62	65	28	59	89
COc1cc(-c2nc(SC(C)C)nc(Nc3cccc(C)c3)c2C#N)cc(OC)c1OC	103	105	nt	nt	103	107	108	nt	109

Next part:
SMILES	IGROV1	NCI/ADR-RES	NCI-H226	SK-OV-3	NCI-H23	NCI-H322M	NCI-H460	NCI-H522	COLO 205
COc1ccc(NCc2cn(-c3ccc(C(=O)O)cc3)nc2-c2cc(C(F)(F)F)cc(C(F)(F)F)c2)cc1	108	97	107	100	104	94	94	94	110
Fc1ccc(-c2nnc(/C=C/c3cn(-c4ccccc4)nc3-c3ccccc3)o2)cc1	98	88	93	85	88	96	79	85	94
CCOC(=O)c1ccc(N(CCC2CO2)S(=O)(=O)c2ccc(C)cc2)cc1 (centres undefined)	107	102	98	105	107	100	108	103	104
COc1cc2cc(Oc3ccc(NC(=O)Nc4ccccc4)cc3)c(C)nc2cc1OC	103	84	40	48	87	nt	69	67	86
COc1ccc(-c2c(-c3ccc(OC)c(O)c3)cnc3ncnn23)cc1	110	102	nt	110	100	106	108	96	126
CCCCCC(O)(CCCC)CCCCC	105	110	91	102	96	98	98	95	93
CC/C(=C(\CC)c1cc(C)c(O)c(C)c1)c1ccccc1	96	105	94	97	99	93	110	92	104
C#CCOc1ccc(C(Nc2ccc(OC)cc2)c2nnnn2C2CCCCC2)cc1 (centres undefined)	92	88	101	118	100	97	103	89	106
CC1(O)C(c2ccccc2)=Nc2ccccc21 (centres undefined)	104	102	96	94	97	98	112	89	107
COc1ccc(NC(=O)Nc2ccc(OCc3cccc(OC)c3)cc2)cc1	110	102	82	111	nt	76	104	90	122
O=S(=O)(O)c1cnccn1	105	102	104	90	98	101	123	96	107
COc1ccc(OC)c2c(=O)c(C(=O)O)c[nH]c12	99	101	102	92	nt	nt	112	88	104
CN=C1C=CC(=C(c2ccc(N(C)C)cc2)c2ccc(N(C)C)cc2)C=C1	-13*	11	6.9*	-16*	-8.7*	-26*	-49*	-37*	nt
Cn1c(=O)c2[nH]c(SC/C(=N/O)c3ccc([N+](=O)[O-])cc3)nc2n(C)c1=O	109	103	101	112	103	106	103	102	105
Cc1ccc(C(=O)/C(=C\c2ccc([N+](=O)[O-])cc2)S(=O)Cc2ccc(Cl)cc2)cc1 (centres undefined)	1.2*	30	66	106	41	80	30	-5.7*	21
COc1ccc(-c2nc(-c3nc4ccc(C(F)(F)F)cc4[nH]3)cc3c2[nH]c2ccccc23)cc1	25	52	77	98	63	69	66	57	68
N#Cc1c(NCc2ccccc2Br)sc2c1CCCC2	98	104	96	nt	105	102	115	103	nt
O=C(CCCCCCC(=O)Nc1ccc(-c2csc3c(=O)cc(N4CCOCC4)oc23)cc1)NO	94	104	93	96	95	99	92	54	111
Nc1c(Br)cc(Br)cc1-c1n[nH]c(=O)[nH]c1=O	105	103	nt	93	91	109	102	nt	102
O=c1c2c3c(sc2[nH]c(=S)n1-c1ccc(S(=O)(=O)Nc2ccc(Cl)nn2)cc1)CCCC3	82	99	nt	nt	92	94	98	87	nt
COc1ccc(-c2nc3sc(C)nn3c2/C=C/C(=O)c2ccc(OC)c(OC)c2)cc1	96	91	103	106	98	85	101	44	103
N#Cc1c(-c2ccc(Cl)cc2)nc(SCc2ccccc2)nc1N1CCNCC1	47	66	89	113	nt	80	-46*	92	-8.0*
Clc1cccc(Cl)c1C[N+]12CN3CN(CN(C3)C1)C2	110	102	97	101	106	97	104	95	98
CSc1nnc2n(Cc3ccccc3)c(=O)c3c(C)c(C(N)=O)sc3n12	104	78	124	96	107	104	108	99	118
Cc1cn(-c2cc(NC(=O)c3cncc(C#Cc4cnc(N)c5ncccc45)c3)cc(C(F)(F)F)c2)cn1	62	87	46	106	44	83	71	52	28
